Bioassay records (PubChem)
Growth percent in the NCI-60 one-dose screen (48 h, 10 µM unless noted): 100 = growth as untreated, 0 = no growth, -100 = all killed.
SF-539: SF-539 CNS cancer; 81,000 tested, 6.8% active
SNB-19: SNB-19 CNS cancer cells; AID 1794751; 81,000 tested, 2.5% active
U251: U251 CNS tumor cells; 80,000 tested, 5.4% active; AID 1794753
SF-268: SF-268 CNS cancer cells | 82,000 tested, 3.1% active
PC-3: PC-3 prostate cancer cells. AID 1794754. 80,000 tested, 3.9% active
SNB-75: SNB-75 CNS cancer | 79,000 tested, 5% active | AID 1794750
SF-295: SF-295 CNS cancer cells; 79,000 tested, 5.6% active
HCC-2998: HCC-2998 colon cancer; 79,000 tested, 4.7% active; AID 1794799
* marks the source's active call; other numbers are inactive results; . = not tested or not shown; & = joins results of further samples. How the source made its calls: active means growth percent below 10; inactive means the rest.

No. | Structure | SF-539 | SNB-75 | HCC-2998 | PC-3
1 | O=C(CC(=O)c1ccc(O)cc1)c1ccccc1 | 108 | 111 | 105 | 103
2 | NS(=O)(=O)c1cc(C2(O)NC(=O)c3ccccc32)ccc1Cl (stereo not drawn) | 98 | 91 | 109 | 92
3 | O=C1NC2=C(C(=O)c3ccccc32)C(c2ccc3c(c2)OCO3)N1 (stereo not drawn) | 95 | 79 | 107 | 101
4 | CCN(CC)CCCCCNc1cc(OC(C)=O)cc2cccnc12 | 91 | 64 | 59 | 86
5 | COc1ccc(C(=O)COC(=O)[C@H](C[Se][Se]C[C@H](NC(=O)c2ccc(Br)cc2F)C(=O)OCC(=O)c2ccc(OC)cc2)NC(=O)c2ccc(Br)cc2F)cc1 | -94* | -96* | -64* | -64*
6 | O=C(O)C=C1c2ccccc2-c2ccccc21 | 115 | 98 | 106 | 105
7 | COc1ccc(-c2cc(/C=C/C(=O)c3cc(OC)c(OC)c(OC)c3)[nH]n2)cc1OC | -51* | 18 | -76* | 25
8 | O=C(N/N=C/c1c(Cl)cccc1Cl)c1ccc(C(F)(F)F)nc1Nc1cccc(C(F)(F)F)c1 | 1.6* | 49 | -29* | 7.9*
9 | O=C1C(CO)C(CO)C(CO)C1CO (stereo not drawn) | 107 | 100 | 96 | 101
10 | COC(=O)[C@H](CC(C)C)NC(=O)c1cccc(-c2cc(=O)c3c(OC)c(OC)c(OC)cc3o2)c1 | 80 | 96 | 103 | 80
11 | CC(=O)Nc1ccc(C(=O)COc2cccc(/C=C3\CCc4ccccc4C3=O)c2)cc1 | 97 | 79 | 94 | 76
12 | COc1ccc(C(=O)Cn2c(C(=O)c3ccc(Cl)cc3)nc3ccccc32)cc1 | 91 | 54 | 73 | 69
13 | COc1ccc(Nc2cc(C)nc(N3CCN(c4ccnc5cc(Cl)ccc45)CC3)n2)cc1 | 55 | 43 | 41 | 33
14 | COc1cc(C)c(Br)cc1Br | 100 | 112 | 112 | 92
15 | Nc1ccnc(=S)[nH]1 | 101 | 92 | 101 | 101

No. | SNB-19 | U251 | SF-268 | SF-295
1 | 99 | . | 98 | .
2 | 104 | 103 | 109 | 103
3 | 98 | 100 | 97 | 103
4 | 99 | 93 | 97 | 109
5 | -38* | -85* | -54* | -32*
6 | 104 | 100 | 102 | 102
7 | 25 | -78* | -46* | 29
8 | 20 | 2.9* | -2.7* | 14
9 | 103 | 101 | 118 | 101
10 | 96 | 99 | 96 | 113
11 | 94 | 83 | 90 | 486
12 | 74 | 65 | 67 | 52
13 | 48 | 38 | 53 | 16
14 | 107 | 98 | 111 | 98
15 | 102 | 104 | 96 | 94

Other compounds.
No. | Structure | SF-539 | SNB-75 | HCC-2998 | PC-3
16 | CN(C)CCN(C=O)CCN(C)C | 104 | 95 | 113 | 98
17 | NC(=O)C(=O)N/N=C/c1ccc([N+](=O)[O-])o1 | 113 | 90 | 63 | 91
18 | O=C1CCN=C2C(F)=CC=CN12 | 99 | 102 | 107 | 101
19 | Cc1ccc2c(c1)/C(=N/c1nc(-c3ccc(Cl)cc3)cs1)C(=O)N2 | 109 | 87 | 112 | 62
20 | OC(Cc1ccccc1)(c1ccccc1)C(O)(Cc1ccccc1)c1ccccc1 (stereo not drawn) | 94 | 67 | 79 | 24
21 | COc1ccc(CNC(=O)C(O)C(Cc2ccccc2)N(Cc2ccccc2)Cc2ccccc2)cc1OC (stereo not drawn) | 91 | 113 | 92 | 38
22 | CC1CC(C)/C(=N/NC(N)=O)C(C(O)CC2CCC(=O)NC2=O)C1 (stereo not drawn) | . | 58 | 59 | 41
23 | COc1cc2c(cc1OC)C1=NN(C(=O)Nc3ccc(F)cc3)C(c3ccncc3)C1C2 (stereo not drawn) | 88 | 100 | 112 | 94
24 | COc1cc(-c2nn(-c3ccc(NC(=O)Nc4cc(C(F)(F)F)cc(C(F)(F)F)c4)cc3)cc2-c2ccncc2)ccc1Cl | 16 | . | -7.6* | 11
25 | COc1cccc(-c2nn(-c3ccccc3)cc2-c2ccnc(NCCNS(=O)(=O)c3ccc(Br)cc3)c2)c1 | 81 | 83 | 43 | 18
26 | C=C1CC[C@@H]2[C@](C)(COC(C)=O)[C@H](OC(C)=O)CC[C@@]2(C)[C@@H]1CC(NCCCC)C1=CCOC1=O (stereo partly drawn) | 91 | 78 | 92 | 51
27 | O=C1c2cccc3cccc(c23)C(=O)N1Nc1nc(N2CCN(c3ccccc3)CC2)nc(-n2cnc3ccccc32)n1 | 86 | 81 | 95 | 91
28 | N#Cc1ccc(C(=O)C[n+]2cn(CCC(=O)Nc3cccc4cccnc34)c3ccccc32)cc1 | 103 | 59 | 98 | 97
29 | C[n+]1c(/C=C\C=C\N2CCCCC2)sc2ccccc21 | 4.5* | 14 | 14 | 2.8*
30 | CSc1ncc(C(N)=O)c(N)n1 | 112 | 41 | 94 | 107

No. | SNB-19 | U251 | SF-268 | SF-295
16 | 112 | 106 | 106 | 106
17 | 104 | 105 | 95 | 78
18 | 114 | 99 | 97 | 102
19 | 88 | 81 | 80 | 97
20 | 97 | 72 | 77 | 89
21 | 82 | 75 | 82 | 76
22 | 31 | 35 | 34 | -9.7*
23 | 101 | 85 | 103 | 102
24 | 27 | 7.8* | 14 | -35*
25 | 55 | 42 | 53 | 52
26 | 87 | 87 | 77 | 94
27 | 92 | 92 | 76 | 100
28 | 93 | 101 | 107 | 103
29 | 15 | 15 | 13 | -10*
30 | 101 | 99 | 114 | 123

Later entries
No. | Structure | SF-539 | SNB-75 | HCC-2998 | PC-3
31 | C[C@]12CC[C@@H]3c4ccc(O)cc4CC[C@H]3[C@@H]1CC[C@@H]2NS(=O)(=O)c1ccc(-c2ccccc2)cc1 | 92 | 68 | 76 | 41
32 | Cc1cc(C)nc(SCC(=O)O)n1 | 103 | 96 | 94 | 98
33 | COc1ccc(OC)c(C2C(C#N)=C(N)N(c3ccc(OC(F)(F)F)cc3)C3=C2C(=O)CC(C)(C)C3)c1 (stereo not drawn) | 98 | 59 | 105 | 83
34 | O=C(N/N=C/c1ccc(F)cc1)c1ccc(C(F)(F)F)nc1Nc1cccc(C(F)(F)F)c1 | -0.4* | 0.2* | . | -1.2*
35 | O=C1C(Cl)=C(Nc2ccccc2)C(=O)c2ccccc21 | 45 | 98 | -16* | 40
36 | CC1CN(CCCOC(=O)Nc2ccc(Cl)cc2)CCN1C(C)(C)C (stereo not drawn) | 125 | 114 | 101 | 90
37 | Cc1ccc(-c2nc(C#N)c(N3CCN(S(=O)(=O)c4ccccc4)CC3)o2)cc1 | 110 | 95 | 101 | 78
38 | COc1cccc2c1nc1n2C(c2c(F)cccc2F)SC1 (stereo not drawn) | 98 | 98 | 116 | 94
39 | CC(C)NS(=O)(=O)c1cccc(-c2ccc3c4c(n(CCCN(C)C)c(=O)c3c2)-c2ccccc2C4=O)c1 | 91 | 89 | 97 | 100
40 | COc1cc(NC(C)CCCNC(=O)CCC(=O)NCCCNCCCCCCCCNCCCNC(=O)CCC(=O)NCCCC(C)Nc2cc(OC)cc3cccnc23)c2ncccc2c1 (stereo not drawn) | 69 | 54 | 69 | 78
41 | O=c1c2ccccc2nc(COc2ccccc2)n1/N=C/c1ccccc1Cl | 109 | 109 | 116 | 93
42 | CCCN1C(=O)N(CCC)C2C1NN=c1s/c(=C3\C(=O)N(C(C)C)c4ccccc43)c(=O)n12 (stereo not drawn) | 23 | . | 65 | 36
43 | OC(Cc1ccccc1)c1ccccc1 (stereo not drawn) | 101&101 | 86&77 | 113&101 | 113&108
44 | S=C(NCc1ccccc1)N/N=C/C=C/c1ccccc1 | 108 | 88 | 103 | 100
45 | COc1c(O[C@@H]2OC[C@@H](O)[C@H](O)C2O)cc2oc3cc(O[C@@H]4OC[C@@H](O)[C@H](O)C4O)c(CC=C(C)C)c(O)c3c(=O)c2c1CC=C(C)C (stereo partly drawn) | 103 | 89 | 103 | 87

No. | SNB-19 | U251 | SF-268 | SF-295
31 | 103 | . | 67 | 50
32 | 99 | 102 | 110 | 95
33 | 95 | 98 | 94 | 99
34 | 18 | -41* | 9.8* | -45*
35 | 54 | -42* | -46* | 90
36 | 98 | 108 | 106 | 107
37 | 90 | 94 | 82 | 106
38 | 106 | 92 | 105 | 119
39 | 110 | 56 | 103 | 104
40 | 58 | 35 | 52 | 86
41 | 99 | 103 | 103 | 103
42 | 48 | 48 | 47 | 22
43 | 118&109 | 96 | 100&109 | 105&91
44 | 101 | 107 | 100 | 98
45 | 92 | 74 | 79 | 99

(list continues)
No. | Structure | SF-539 | SNB-75 | HCC-2998 | PC-3
46 | COc1cc(-c2nc(SCC(C)C)nc(Nc3ccccc3)c2C#N)cc(OC)c1OC | 99 | 70 | 112 | 82
47 | COc1cc(/C=C/C(=O)c2cc(OC)c(OC)c(OC)c2)ccc1OCc1ccc(C)cc1 | 109 | 117 | 113 | 106
48 | CC(=O)Nc1ccc(S(=O)(=O)N/N=C/c2c(O)ccc3ccccc23)cc1 | 94 | 73 | 128 | 99
49 | CCOc1ccc(S(=O)(=O)Nc2ccc3c(c2)N(S(=O)(=O)CC)CCC3)cc1 | 62 | 65 | 78 | 73
50 | COc1ccc(-c2nnc(CNc3ccc(F)c(Cl)c3)o2)cc1OC | 105 | 91 | 115 | 106
51 | Fc1ccc(/C=C/c2cc(/C=C/c3ccc(F)cc3)n(-c3ccc(OC(F)(F)F)cc3)n2)cc1 | 103 | 101 | 87 | 80
52 | CC(=O)N1CCCCCC1=O | 105 | 94 | 93 | 102
53 | C[C@H](NC(=O)[C@@H]1CSSC[C@@H](NC(=O)Cc2nc3ccccc3cc2O)C(=O)NCC(=O)N1C)c1ccccc1 | 79 | 150 | 95 | 81
54 | NC(=O)c1c(Nc2ccccc2)n[nH]c1N | . | 109 | 97 | 103
55 | CCOC(=O)c1ccc(NC(=S)NC(=O)c2ccc(Cl)cc2)cc1 | 103 | 83 | 112 | 102
56 | COc1ccccc1N1CCN(C(=O)c2ccc(Cc3n[nH]c(=O)c4cccnc34)cc2)CC1 | 91 | 96 | 104 | 96
57 | Cc1ccc2nc(COc3ccc(C(=O)N/N=C/c4ccc(N(C)C)cc4)cc3)[nH]c2c1 | 79 | 103 | 104 | 67
58 | Cc1nc(Nc2ccc(Cl)cc2)c2ccccc2n1 | 94 | 96 | 101 | 99
59 | O=C(CSc1nc2ccccc2c(=O)n1-c1ccc(S(=O)(=O)Nc2ccc(Cl)nn2)cc1)Nc1ccccc1 | 100 | 89 | 106 | 86
60 | COc1ccc(C2=NN(c3ccccc3)C(c3cccc(Nc4ccnc5cc(Cl)ccc45)c3)C2)cc1 (stereo not drawn) | 89 | 77 | 103 | 75

No. | SNB-19 | U251 | SF-268 | SF-295
46 | 95 | 88 | 95 | 98
47 | 102 | 101 | 123 | 97
48 | 96 | 90 | 103 | 122
49 | 80 | 62 | 74 | 59
50 | 109 | 106 | 105 | 101
51 | 104 | 107 | 103 | 99
52 | 114 | 114 | 99 | 115
53 | 95 | 96 | 87 | 104
54 | 97 | 99 | 111 | 118
55 | 101 | 109 | 88 | 99
56 | 92 | 107 | 97 | 97
57 | 82 | 56 | 86 | 81
58 | 103 | 100 | 110 | 94
59 | 95 | 78 | 90 | 103
60 | 89 | 81 | 81 | 95

Two compounds drawn at random from the list so far, as already listed:
No. | Structure | SF-539 | SNB-75 | HCC-2998 | PC-3
48 | CC(=O)Nc1ccc(S(=O)(=O)N/N=C/c2c(O)ccc3ccccc23)cc1 | 94 | 73 | 128 | 99
56 | COc1ccccc1N1CCN(C(=O)c2ccc(Cc3n[nH]c(=O)c4cccnc34)cc2)CC1 | 91 | 96 | 104 | 96

No. | SNB-19 | U251 | SF-268 | SF-295
48 | 96 | 90 | 103 | 122
56 | 92 | 107 | 97 | 97

Additional entries.
No. | Structure | SF-539 | SNB-75 | HCC-2998 | PC-3
61 | O=C(/C=C\c1ccccc1)c1ccc(C2CCCCC2)cc1 | 97 | 77 | 102 | 95
62 | Cc1cc(O)c(C(C)C)cc1NC1=CC(=O)c2ccccc2C1=O | 100 | 88 | . | 40
63 | CC1(C)OCC([C@H]2O[P@](=O)(c3ccccc3)[C@@H](Nc3ccc4ccccc4c3)[C@H]3OC(C)(C)O[C@H]32)O1 (stereo partly drawn) | 109 | 106 | 104 | 76
64 | N=C(N)Sc1cc(O)ccc1O | 106 | 111 | 125 | 100
65 | Cc1ccc(C(=O)/C=C/Nc2cc(-c3ccccc3)nn2-c2ccccc2)cc1 | 97 | 110 | 95 | 76
66 | Cc1ccc(NCC(=O)Nc2ccccc2C(=O)O)c(C)c1 | 94 | 79 | 108 | 74
67 | COc1ccc(NC(=O)CSc2nnc(COc3cnc4ccccc4n3)o2)cc1 | 99 | 75 | 94 | 92
68 | S=C(N/N=C\c1ccccc1)N/N=C/c1ccccc1 | 81 | 100 | 98 | 82
69 | COCCCNc1nc(Cl)nc(NCCCOC)n1 | 103 | 99 | 101 | 82
70 | Cc1nn(-c2ccccc2)c(N2CCOCC2)c1C1CC(c2ccccc2)=NN1C=O (stereo not drawn) | 99 | 75 | 88 | 80

No. | SNB-19 | U251 | SF-268 | SF-295
61 | 102 | 98 | 95 | 100
62 | 97 | 74 | 69 | 97
63 | 100 | 94 | 99 | 143
64 | 106 | 119 | 104 | 137
65 | 90 | 97 | 92 | 90
66 | 102 | 96 | 95 | 97
67 | 113 | 102 | 104 | 97
68 | 102 | 92 | 111 | 102
69 | 99 | 91 | 118 | 111
70 | 48 | 87 | 94 | 95

Full records, looked up by structure.
Entry for Cc1cc(O)c(C(C)C)cc1NC1=CC(=O)c2ccccc2C1=O : SF-539 = 100; SNB-75 = 88; HCC-2998 = .; PC-3 = 40; SNB-19 = 97; U251 = 74; SF-268 = 69; SF-295 = 97
Entry for CC1(C)OCC([C@H]2O[P@](=O)(c3ccccc3)[C@@H](Nc3ccc4ccccc4c3)[C@H]3OC(C)(C)O[C@H]32)O1 (stereo partly drawn) : SF-539 = 109; SNB-75 = 106; HCC-2998 = 104; PC-3 = 76; SNB-19 = 100; U251 = 94; SF-268 = 99; SF-295 = 143
